# Screens from PubChem.
# IL1B secr inh – blocks inflammasome-driven IL-1 beta release; AID 743279; THP-1 LPS/ATP IL-1B secretion, AlphaLISA, 16 h; stronger effect = lower value; activity change, % at 57.5 µM; 360,000 compounds, 4.7% hits; in the data active = activity change below about -50%; inconclusive = mostly about -30% to -49%; also: % is scaled to controls: 0 for no effect and ±100 for the full control effect
#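 THP-1 cells pretreated 1 hr with compounds (up to 57.5 uM final), then stimulated with LPS (250 ng/mL final) plus ATP (1.25 mM final); secreted IL-1B measured by AlphaLISA after 16 hr, decreased signal indicating inhibition.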
# ATXN2 expr inh – inhibitors of ATXN2 expression; HEK-293 ATXN2-luciferase reporter, luminescence, 24 h; Potency, µM (highest dose often 57 µM), inactives show at the highest dose activity change, negative = inhibition, actives largely listed as inhibitors; 360,000 compounds, 0.72% hits; also: potency is read from the fitted curve at half-maximal effect; % is scaled to controls: 0 for no effect and ±100 for the full control effect; nearly all actives have a fitted effect of over 55% in size
#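 qHTS (up to 57 uM final) was run with 24 h compound exposure of reporter cells at 37 °C. Each well was multiplexed: SteadyGlo luminescence measured ATXN2-luciferase expression after a fluorogenic Gly-Phe-AFC viability readout (25 uM final).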
# HepG2 viability – kills HepG2 cells in TGF-b inhibitor counter-screen. Potency, µM (series often up to 46.1 µM), for the others: at the highest dose activity change, negative = cytotoxicity, actives largely listed as cytotoxic. HepG2 CAGA-GFP viability, ATP luminescence, 18 h. 410,000 compounds, 0.76% hits; also: potency is read from the fitted curve at half-maximal effect; some results filed as inactive show a strong effect at the top dose
#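 HepG2 CAGA-GFP cells (1000/well, DMEM with 1% FBS) received compound, then TGF-beta at 500 pg/mL final, and were incubated 18 hours at 37 degrees C. Viability was read by CellTiter-Glo luminescence. Media-only wells were set as complete cell-killing and DMSO as no toxicity.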
# TGFb inhibitor – blocks TGF-b signaling; AID 588855; 410,000 compounds, 1.2% hits; HepG2 CAGA-GFP TGF-b/SMAD3 reporter, GFP fluorescence, 18 h; TGF-beta stimulated, 500 pg/mL final; Potency, µM (titrated, usually from 46.1 µM), without a hit: top-dose activity, negative = inhibition, usual class: inhibitors; also: potency is read from the fitted curve at half-maximal effect; % is scaled to controls: 0 for no effect and ±100 for the full control effect; nearly all actives have a fitted effect of over 65% in size
#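 HEPG2 CAGA-GFP reporter cells (1000/well, DMEM with 1% FBS) received compounds, then recombinant TGF-beta at 500 pg/mL final for 18 hours at 37 degrees C. Per-cell GFP summed per well was normalised to unstimulated and stimulated DMSO controls before curve fitting.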
# Nrf2 activator – activators of Nrf2 (ARE) signaling; AREc32 ARE-luciferase reporter (MCF7-derived line), luminescence, 24 h; Potency, µM (top dose mostly 46.1 µM), without a hit: at the highest dose activation, most hits filed as activators; 410,000 compounds, 0.31% hits; also: potency is read from the fitted curve at half-maximal effect; % of control where 0% means no effect; nearly all actives have a fitted effect of over 65% in size
#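 Cells of the AREc32 ARE-luciferase line are plated in OPTI-MEM containing 5% FBS and left overnight at 37 deg C. Compounds are pinned in, incubation continues 24 hr, and firefly luciferase signal is then measured.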
# MCF10A rereplic – induces DNA re-replication in MCF 10a normal breast cells. Potency, µM (highest dose often 46.1 µM), inactives show at the highest dose activity, positive = re-replication, usual class: activators. 350,000 compounds, 2.9% hits. MCF 10A DNA re-replication, Hoechst nuclear intensity, 48 h; also: potency is read from the fitted curve at half-maximal effect; % of control where 0% means no effect; nearly all actives have a fitted effect of over 50% in size
# S2 tox – cell viability loss in ATXN counter-screen. S2 cells (HEK-293 line with an ATXN2-luciferase reporter) viability, CellTiter-Fluor protease fluorescence, 24 h. Potency, µM (top dose mostly 56.7 µM), most hits filed as cytotoxic. 400,000 compounds, 0.49% hits; also: potency is read from the fitted curve at half-maximal effect; nearly all actives have a fitted effect of over 40% in size
# Nrf2 inh – blocks Nrf2 signaling | A549 ARE-Fluc reporter, luciferase luminescence, 18-24 h | Potency, µM (doses to about 46 µM), for the others: at the top dose activity change, negative = inhibition, most hits filed as inhibitors | 360,000 compounds, 2.1% hits; also: potency is read from the fitted curve at half-maximal effect; % is scaled to controls: 0 for no effect and ±100 for the full control effect; nearly all actives have a fitted effect of over 60% in size
#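 Two sequential reads on A549 ARE_Fluc cells exposed to compound for 18-24 h: a CellTiter-Fluor fluorescence read for viability, then a luciferase luminescence read for Nrf2/ARE activity.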
# A549 viability – kills or reduces viability of A549 cells in Nrf2 counter-screen. A549 ARE-Fluc cells, CellTiter-Fluor viability, 18-24 h. Potency, µM (top dose mostly 46 µM), for the others: top-dose activity change, negative = cytotoxicity, actives largely listed as inhibitors. 390,000 compounds, 0.16% hits; also: potency is read from the fitted curve at half-maximal effect; % is scaled to controls: 0 for no effect and ±100 for the full control effect
#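 Cytotoxicity counterscreen: CellTiter-Fluor fluorescence was measured in A549 ARE_Fluc cells after 18-24 h of compound exposure in a concentration series. The subsequent BugLite luminescent read reports ARE-luciferase activity.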
# * marks the source's active call; other numbers are inactive results; i = inactive; ? = inconclusive; . = not tested or not shown; & = joins results of further samples; [ ] = another dose, or the depositor's remark. Unless noted, calls follow the shape of the dose curve; as a rule, active = well fitted curve in the direction sought with a large enough effect; inconclusive = small, poorly fitted or top-dose-only effect, or another doubt; inactive = no such curve, though single readings can be large; an effect the other way counts as inactive or inconclusive.
# Value order – IL1B secr inh	ATXN2 expr inh	HepG2 viability	TGFb inhibitor	Nrf2 activator	MCF10A rereplic	S2 tox	Nrf2 inh	A549 viability
[1] CCn1c(=O)c(=O)n(CC)c2cc(S(=O)(=O)Nc3cc(C)ccc3C)ccc21
  ?	-12.0%	-10.1%	-4.6%	0.0%	1.5%	i	1.3%	1.2%
[2] COc1ccc(OC)c(S(=O)(=O)NCc2cccn2Cc2cccc(C)c2)c1
  .	-7.2%	-8.8%	-29.0%	0.4%	.	?	.	?
[3] COC(=O)NC1(C(F)(F)F)NC(=O)N(C2CCCCC2)C1=O (stereo not given)
  4.2	-6.0%	-1.9%	0.1%	0.3%	4.4%	i	.	-2.0%
[4] COc1ccccc1N1CCN(CC(=O)NC(=O)NCc2ccco2)CC1
  -10.6	15.4%	8.5%	0.9%	0.1%	-3.5%	i	-7.8%	-5.8%
[5] COC(=O)c1cc(NC(=O)Cc2cccs2)cc(C(=O)OC)c1
  1.9	.	-39.0%	0.0%	-0.4%	5.9%	i	-1.4%	-2.0%
[6] Fc1ccc(N2CCN(c3nc4ccccc4c4nc(-c5cccnc5)nn34)CC2)cc1
  .	6.2%	-9.0%	13.2%	-1.0%	.	i	-7.1%	-15.3%
[7] COCCCNC(=O)c1c(NC(=O)c2cccs2)sc2c1CCCC2
  -9.8	3.1%	-30.2%	29.2%	-0.5%	3.9%	i	?	2.5%
[8] Cc1ccc(-c2ocnc2C(=O)Nc2ccccc2C(=O)N2CCCC2)cc1
  -23.6	-25.8%	1.8%	18.2%	-0.1%	?	i	1.7%	-15.2%
[9] CC(NC(=O)Cc1cccc(C(F)(F)F)c1)c1ccc(F)cc1 (stereo not given)
  33.8	-4.9%	-3.8%	-0.3%	0.6%	-0.2%	?	7.9%	-14.4%
[10] Cc1nnc2c3ccccc3nc(Nc3ccc(F)cc3Cl)n12
  .	.	15.3%	-1.6%	5.5%	.	.	6.1%	-0.1%
[11] Cn1c(=O)c(/C=C/c2ccccc2)nc2ccccc21
  -2.1	76.2%[activator]	-5.2%	3.5%	5.01µM*	11.6µM*	i	?	1.8%
[12] Oc1c(C(c2ccccc2)N2CCc3ccccc3C2)sc2ncnn12 (stereo not given)
  10.2	-15.5%	-16.7%	-3.7%	11.3%	13.5%	i	10.4%	-2.0%
[13] Nc1n[nH]c(=S)n1/N=C1/C(=O)Nc2ccccc21
  0.0	.	-26.0%	?	-0.4%	0.9%	i	2.8%	-17.5%
[14] COc1ccc(C2NCCCC2c2ccccc2)cc1 (stereo not given)
  -13.0	-4.4%	1.7%	-1.4%	-0.3%	0.8%	?	7.7%	-1.4%
[15] COC(c1ccccc1)c1nnc(CCC(=O)NCCC(C)C)o1 (stereo not given)
  8.6	-18.2%	-42.3%	-18.6%	-0.8%	0.0%	i	14.1%	-2.1%
[16] Cc1ccc(NC2CCCN(C(=O)CN3C(=O)c4ccccc4C3=O)C2)cc1C (stereo not given)
  i	4.2%	-0.8%	2.1%	-0.7%	10.4%	i	7.1%	4.1%
[17] CC(=O)N1CCN(c2nc3c(C)ccc(Cl)c3s2)CC1
  .	-5.1%	-35.7%	5.5%	4.7%	.	i	.	3.0%
[18] Cc1ccc(OCCSc2nnc(-c3cccs3)o2)cc1
  .	5.9%	-8.6%	-12.4%	5.4%	.	i	24.8%	12.0%
[19] CCCSc1ccc2nc(-c3ccccc3)cn2c1
  -4.3	?	-71.0%	?	-2.0%[9.22 µM]	?	i	?	16.3%
[20] CCOC(=O)c1sc(NC(=O)Cc2ccc(C)cc2)nc1C
  -9.2	.	-9.9%	5.8%	-0.7%	20.0%	i	-11.3%	2.6%
[21] O=c1[nH]cnc2c1cnn2Cc1ccccc1
  2.8	11.9%	-3.6%	-5.2%	-0.1%	-0.7%	i	6.9%	-6.4%
[22] COc1ccc(S(=O)(=O)NC(C)C(=O)Nc2ccc3c(c2)OCO3)cc1OC (stereo not given)
  -8.9	-13.8%	-6.5%	1.9%	0.2%	-3.2%	i	7.0%	-7.4%
[23] COc1ccc(S(=O)(=O)NCCc2sc(-c3ccccc3)nc2C)cc1OC
  .	-13.4%	-29.6%	-2.9%	-0.6%	.	i	.	-1.0%
[24] CCC(CC)NC(=O)c1cc2c(C)nn(Cc3ccccc3Cl)c2s1
  -19.5	1.0%	-7.4%	-9.6%	5.7%	?	i	-15.3%	6.0%
[25] CC1CCN(S(=O)(=O)c2ccc(C(C)C)cc2)CC1
  31.3	-5.8%	-12.5%	-27.5%	1.6%	10.6%	i	?	3.3%
[26] O=C(CCn1nnc(-c2cccs2)n1)NC1CCCCC1
  21.1	2.4%	-8.1%	-2.5%	-0.2%	?	i	-18.7%	4.3%
[27] CC1CCN(c2ccc([N+](=O)[O-])cc2C(=O)O)CC1
  0.0	57.9%[activator]	3.5%	1.3%	-0.2%	-0.9%	i	5.2%	-27.2%
[28] CC1CN(C(=S)Nc2cccc(Cl)c2Cl)CC(C)O1 (stereo not given)
  0.0	-6.3%	-1.6%	-9.6%	3.3%	7.5%	i	4.0%	0.9%
[29] O=C(CS(=O)c1cccc(Cl)c1)Nc1ccccc1Cl (stereo not given)
  0.0	-0.5%	12.4%	-11.8%	-0.7%	-2.7%	i	-23.7%	-0.4%
[30] O=C(CNS(=O)(=O)c1cccs1)N1CCN(c2ccccc2F)CC1
  5.0	25.2%&40.3%	-62.3%&-3.2%	15.3%&-0.2%	2.4%&0.0%	9.1%	i	?	1.8%&0.5%

# Nrf2 activator, entries above that show a hit.
entry	canonical_smiles	IL1B secr inh	Nrf2 activator
11	Cn1c(=O)c(/C=C/c2ccccc2)nc2ccccc21	-2.1	5.01µM*

# (further entries)
# Value order – IL1B secr inh	ATXN2 expr inh	HepG2 viability	TGFb inhibitor	Nrf2 activator	MCF10A rereplic	S2 tox	Nrf2 inh	A549 viability
[31] CCOC(=O)c1ccc(NS(=O)(=O)CC)cc1
  -5.0	-3.4%	-5.9%	-2.8%	0.3%	-2.2%	i	7.6%	-5.3%
[32] Cc1cc(C(=O)CN2C(=O)c3ccccc3S2(=O)=O)c(C)n1-c1ccccc1
  -28.4	4.47µM*	-4.2%	-5.9%	-1.9%	17.2%	i	?	-6.6%
[33] O=C(COc1ccc(C(F)(F)F)cc1[N+](=O)[O-])Nc1cccc(C(F)(F)F)c1
  -10.3	1.7%	7.2%	3.0%	0.1%	-22.7%	i	2.9%	1.8%
[34] O=C(O)CSc1c(-c2ccccc2)[nH]c2ccccc12
  0.0	.	0.9%	3.9%	2.7%	6.2%	i	1.9%	-7.8%
[35] COc1ccc(NC(=O)N(Cc2ccc3c(c2)OCO3)C2CC(=O)N(c3ccc(OC)cc3)C2=O)cc1 (stereo not given)
  -9.0	8.0%	-5.9%	3.9%	-0.5%	-2.8%	i	-9.2%	0.5%
[36] CCC(CC)N1CCN(C(=O)c2cc(OC)c(OC)c(OC)c2)CC1
  0.0	-0.9%	10.5%	-16.2%	1.9%	0.0%	i	2.1%	6.6%
[37] C=CCOC(=O)C1=C(C)NC(SCC(=O)NC(=O)OCC)=C(C#N)C1c1cccnc1 (stereo not given)
  0.2&-8.0	-5.6%&9.6%	1.6%&-11.8%	0.0%&-13.4%	0.3%&0.3%	?	i	5.6%&7.1%	-2.2%&17.9%
[38] O=C(CCS(=O)(=O)Cc1ccccc1)NCc1ccco1
  6.0	1.2%	3.6%	-0.9%	-0.4%	-19.1%	i	5.9%	2.2%
[39] Cc1ccc(-n2cc(CNCCN3CCOC3=O)c(-c3cccc(C)c3)n2)cc1
  -66.4*	-21.8%[11.3 µM]	-34.2%	?	4.4%	20.1%	i	19.5%	2.4%
[40] O=C(CSc1nc(C2CC2)nc2ccccc12)N1CCCCC1
  -94.7*	15.0%	-13.7%	3.1%	6.2%	27.6%	i	?	1.8%
[41] COc1ccc(N2CC(C(=O)N3CCC(c4nc5ccccc5[nH]4)CC3)CC2=O)cc1 (stereo not given)
  -10.7	-6.0%	-17.6%	-0.7%	3.7%	1.6%	i	20.4%	?
[42] CN1OC[C@@H]2CN(C(=O)C(C)(C)C)[C@H](c3cccc(Br)c3)C[C@@H]21
  10.7	25.7%	5.5%	-19.2%	4.5%	-7.0%	?	?	-13.5%
[43] CC(=O)N1CC(C)Oc2ccc(S(=O)(=O)NC(CC(=O)O)c3ccccc3C)cc21 (stereo not given)
  -4.4	0.5%	6.0%	-1.6%	-1.0%	1.1%	i	1.2%	6.6%
[44] O=C(CN1CCN(C(=O)c2ccco2)CC1)Nc1ccccc1
  5.3	2.8%	-28.9%	-8.9%	0.0%	3.2%	?	-14.1%	-10.8%
[45] COc1cccc(NC(=O)C2CC(=O)N=C(N)S2)c1 (stereo not given)
  9.0	2.3%	23.1%	0.0%	0.0%	-1.3%	i	1.2%	-1.8%
[46] CCOc1ccc(N2CC(C)Cn3c2nc2c3c(=O)n(CC(=O)O)c(=O)n2C)cc1 (stereo not given)
  .	7.2%	4.0%	8.0%	-0.8%	.	i	1.9%	-9.1%
[47] O=C(CSc1ccc(F)cc1)Nc1ccccc1Br
  8.8	-1.7%	2.5%	-4.5%	-0.1%	-0.6%	.	1.7%	-4.3%
[48] CCOc1cc(CNCc2ccccn2)ccc1OCC(=O)NC1CCCCC1
  -12.4	-1.7%	-29.6%	-6.4%	3.3%	-2.5%	i	-11.7%	2.2%
[49] O=C(CSc1cccc[n+]1[O-])NC1CCCCCCC1
  9.8	2.2%	11.4%	-13.5%	-0.1%	1.7%	?	1.7%	-10.9%
[50] CCN(CCO)Cc1cc(=O)oc2cc3c(cc12)CCC3
  25.6	26.8%	-28.3%	0.5%	0.8%	-4.4%	?	-25.9%	-7.0%
[51] CN(CCCNC(=O)CSc1cc(=O)n(C)c2cc(Cl)ccc12)Cc1ccccc1
  ?	-28.1%	-42.0%	?	6.7%	12.9%	?	?	-12.2%
[52] O=C(Cc1ccc(F)cc1)NCCS(=O)(=O)N1CCN(c2cccc(Cl)c2)CC1
  -12.7	-15.1%	-9.0%	-21.0%	2.1%	5.4%	i	5.4%	6.0%
